EBI2 antag = blocks human EBI2 receptor beta-arrestin signaling. EBI2 beta-arrestin recruitment, luminescence, 7a,25-OHC stimulated. hit rate 0.81% among 360,000. P32249. inhibition, % at 5 µM; in the data active = inhibition above about 38%;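 also: enzyme fragment complementation signal reports receptor beta-arrestin coupling in cells; 0% = agonist plus DMSO wells and 100% = wells without agonist; some results beyond the cut were filed as inactive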
A3A deaminase = inhibitors of human APOBEC3A DNA deaminase; P31941; AID 493011; inhibition, % at 20 µM; recombinant A3A, FAM/TAMRA ssDNA deamination fluorescence; hit rate 0.41% among 330,000;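 active = at least 40% inhibition at 20 µM here, with at most 30% in a related deaminase screen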;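 also: plate controls were A3A with DMSO for no effect and wells lacking A3A enzyme for full effect; some results filed as inactive read as strong as hits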
Target sequence (P31941 whole entry, looked up): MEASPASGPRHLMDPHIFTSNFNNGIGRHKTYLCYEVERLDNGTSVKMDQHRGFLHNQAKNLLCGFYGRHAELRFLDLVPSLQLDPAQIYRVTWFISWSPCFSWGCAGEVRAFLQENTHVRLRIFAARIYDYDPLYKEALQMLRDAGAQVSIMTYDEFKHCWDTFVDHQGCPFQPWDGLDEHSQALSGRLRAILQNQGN
Gli-Sufu antag = antagonists of Gli-Sufu signaling. Sufu-KO-LIGHT fibroblasts, Gli luciferase reporter luminescence. inhibition, % at 5 µM. hit rate 0.74% among 340,000. AID 588413;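 active = inhibition above about 55%, limit read from the data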;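 also: 0% = DMSO-treated cells and 100% = wells with medium but no cells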
CCR6 antagonist = antagonists of human CCR6 receptor. CHO-K1 CCR6 PathHunter beta-arrestin, luminescence, CCL20-stimulated. P51684. inhibition, % at 20 µM. hit rate 0.49% among 340,000;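 active = compounds whose inhibition of the agonist-driven luminescence signal at 20 µM reaches about 50%, limit read from the data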;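 also: cells stimulated with CCL20 at 14 nM final; plate controls were DMSO with CCL20 for no effect and DMSO without agonist for full effect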
Target sequence (P51684 whole entry, looked up): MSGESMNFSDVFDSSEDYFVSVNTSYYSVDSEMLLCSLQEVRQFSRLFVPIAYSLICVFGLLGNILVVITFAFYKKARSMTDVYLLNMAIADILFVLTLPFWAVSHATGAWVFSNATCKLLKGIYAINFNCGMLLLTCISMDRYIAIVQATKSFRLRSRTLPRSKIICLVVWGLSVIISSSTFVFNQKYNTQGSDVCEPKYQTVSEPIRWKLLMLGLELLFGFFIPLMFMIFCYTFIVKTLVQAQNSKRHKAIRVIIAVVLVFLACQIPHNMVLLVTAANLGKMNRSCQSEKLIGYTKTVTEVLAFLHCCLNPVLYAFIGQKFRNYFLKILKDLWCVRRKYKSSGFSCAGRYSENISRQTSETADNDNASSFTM
CXCR6 inh = inhibitors of human CXCR6 receptor; AID 602244; CHO-K1 PathHunter CXCR6 beta-arrestin, luminescence; O00574; hit rate 0.36% among 360,000; inhibition, % at 20 µM; in the data active = inhibition above about 34%, passing the limit was not always enough;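 also: antagonist mode with CXCL16 agonist at 10 nM final; 0% = 10 nM CXCL16 with DMSO and 100% = unstimulated wells without agonist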
APOBEC3G inh = inhibitors of human APOBEC3G DNA deaminase; Q9HC16; recombinant A3G, ssDNA deamination FAM/TAMRA fluorescence; inhibition, % at 20 µM; hit rate 0.28% among 330,000; AID 493012;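 active = inhibition of at least 40% at 20 µM, with no more than 30% in the related APOBEC3A deaminase screen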;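 also: plate controls were DMSO wells with A3G for no effect and wells lacking A3G enzyme for full effect; some compounds called inactive have numbers as strong as hits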
Target sequence (Q9HC16 whole entry, looked up): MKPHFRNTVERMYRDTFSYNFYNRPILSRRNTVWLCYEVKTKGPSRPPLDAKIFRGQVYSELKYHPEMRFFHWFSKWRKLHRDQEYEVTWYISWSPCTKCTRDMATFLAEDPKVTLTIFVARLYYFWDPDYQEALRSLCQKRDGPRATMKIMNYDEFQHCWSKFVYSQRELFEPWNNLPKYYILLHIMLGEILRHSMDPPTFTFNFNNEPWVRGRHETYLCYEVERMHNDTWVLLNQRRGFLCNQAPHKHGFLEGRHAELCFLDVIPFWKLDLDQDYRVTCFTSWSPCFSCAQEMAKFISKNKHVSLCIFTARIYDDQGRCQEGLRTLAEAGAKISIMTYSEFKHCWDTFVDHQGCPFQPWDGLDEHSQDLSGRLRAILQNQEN
MPTP block = blocks calcium-induced mitochondrial swelling; isolated mouse mitochondria, Ca2+ swelling absorbance, 30 min; inhibition, % at 10 µM; hit rate 1.4% among 360,000;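 active = inhibition of 50% or more, scaled per plate between neutral and stimulator controls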;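 also: 0% = DMSO wells given calcium and 100% = 1 mM EGTA wells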
NR3A LBD binder = NR3A (human) ligand-binding domain modulation; NR3A LBD differential scanning fluorimetry, Tm shift; 0% = protein alone, 100% = glycine-bound protein; Tm shift relative to glycine control, % at 25 µM; hit rate 2.5% among 340,000;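 active = melting temperature shift of at least 10% of the positive control shift, at one fixed dose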
Active calls of the source: *; . = no result given.

Values run as follows: EBI2 antag, A3A deaminase, Gli-Sufu antag, CCR6 antagonist, CXCR6 inh, APOBEC3G inh, MPTP block, NR3A LBD binder
- Cc1cc(CNC(=O)CC2C(=O)NCCN2CC(c2ccccc2)c2ccccc2)on1 (centres undefined)
    0, -4, 8, 7, -9, -10, -0.2, -1
- Cc1ccc(OCC(=O)NC2CCS(=O)(=O)C2)c(C)c1 (centres undefined)
    2, 7, 40, 4, 1, -2, 3.3, 4
- CNc1nc(N)c([N+](=O)[O-])c(Nc2cccc(F)c2)n1
    -7, 0, -7, 5, -3, 1, -1.8, 4
- CN(Cc1c(C(=O)N/N=C/c2ccccc2)nnn1-c1nonc1N)c1ccccc1
    6, -1, -13, -11, -13, 17, 0.1, 19*
- COc1ccc(C2=NOC(C)(c3nnc(Cc4ccccc4)o3)C2)cc1 (centres undefined)
    -8, -4, -14, 2, 2, -11, -0.2, 1
- CC1=C(C(=O)Nc2ccccc2)C(c2ccncc2)C(C#N)=C(SCC(=O)NC(C)C)N1 (centres undefined)
    -2, -3, -2, 7, -6, -3, -0.2, -1
- CCSc1ccc(NC(=O)c2cccnc2)cc1
    -18, -3, 2, 19, -9, -2, 0.3, 7
- COc1cccc(OCc2cc(C(=O)N3CCN(C4CCCCC4)C(=O)C3)no2)c1
    -10, -3, -3, 5, -5, -6, -1.6, -3
- NC(=S)N=Nc1c(O)[nH]c2ccccc12
    -1, 2, -5, 17, -3, -3, -0.9, 3
- O=C(Nc1ccc(NC(=O)c2cccs2)cc1)c1cccs1
    -9, 1, -43, -11, -6, 3, 0.1, 22*
- Cc1ccc2c(CC(=O)N3CCN(S(=O)(=O)c4ccccc4)CC3)coc2c1
    24, 20, -1, -6, -3, 0, 0.4, 0
- Cc1ccc(N2CN(Cc3ccco3)CNC2=S)c(C)c1
    -5, -5, -1, -9, 4, -9, -0.5, 0
- CC(OC(=O)c1ccc(Cl)c(S(=O)(=O)Nc2ccc(F)cc2)c1)C(=O)NC(N)=O (centres undefined)
    2, 3, 1, 7, -4, 3, 3.7, -1
- COc1ccc(CC(=O)Nc2nc(-c3ccncc3)cs2)cc1
    0, -5, -1, -5, 3, -11, -2.1, 0
- S=c1[nH]ncn1NCc1ccc(Cl)cc1Cl
    -8, 1, 0, 7, -2, 31, -1.0, 0
- O=C(CCc1ccc(O)cc1)N/N=C/c1coc2ccccc2c1=O
    -10, 9, -10, -14, -7, 3, 4.4, -1
- N#Cc1c(-c2ccc(Cl)cc2)n(O)c2ccccc12
    -24, ., 7, -8, -14, ., 96*, 23*
- COc1ccc(-c2ccc3oc(-c4ccc(OC)cc4)c(C#CC4(O)CCCCC4)c3c2)cc1
    -10, 8, -11, -5, 1, -5, 0.8, 5
- COc1cc(NCc2ccccc2O)c2ncccc2c1
    18, -7, 1, 3, -5, -10, -0.7, 1
- O=C(CCN1CCOCC1)c1ccc(Cl)cc1
    -3, -3, -20, -5, -5, -6, 4.1, 1
- CC(C)n1cc(NC(=O)COc2ccccc2Cl)cn1
    -9, -1, -15, -5, 1, -1, -0.6, 0
- Cc1c(=O)n(OCc2ccccc2)c2ccccc2[n+]1[O-]
    0, -2, 0, -2, 8, -2, 0.7, -1
- COC(=O)c1ccccc1NC(=O)CN1C(=O)NC2(CCCCCCC2)C1=O
    4, 5, -4, 7, -3, -6, -2.8, -1
- Cn1c(=O)c2nc(Cl)c(-c3ccccc3)nc2n(C)c1=O
    -11, 2, 0, 3, 0, 2, -1.0, -4
- O=C1/C(=C\c2ccc(Br)o2)SC(=Nc2ccccc2)N1c1ccccc1
    5, 23, 2, 5, 11, 4, 0.3, 0
- Cc1oc(C(=O)O)cc1COc1ccc2c3c(c(=O)oc2c1C)CCC3
    -12, 9, -18, 5, 2, 6, -1.9, 1
- CCC(C(=O)NCCN1CCOCC1)n1c2ccccc2c2nc(=O)cc(C)n21 (centres undefined)
    3, -4, -7, 2, -5, -3, -2.2, 0
- CC(C)(C)c1ccc(-n2ncc3c2CCCC3NC(=O)C2=NNC(=O)CC2)cc1 (centres undefined)
    -2, 3, 30, -2, -3, -7, 1.4, -2
- O=C(COc1ccc(Br)cc1)Nc1ccc(CN2CCOCC2)cc1
    20, 3, 3, 10, -13, 10, 0.1, -4
- COc1ccc(C2NC(=S)NC3=C2N2CCC3CC2)cc1 (centres undefined)
    5, -3, -3, -3, -6, -4, -0.6, 1

Arranged by the number under MPTP block (falling): three of the compounds above.
Compound	EBI2 antag	A3A deaminase	CCR6 antagonist	CXCR6 inh	APOBEC3G inh	MPTP block	NR3A LBD binder
COc1ccc(C2=NOC(C)(c3nnc(Cc4ccccc4)o3)C2)cc1 (centres undefined)	-8	-4	2	2	-11	-0.2	1
COc1cccc(OCc2cc(C(=O)N3CCN(C4CCCCC4)C(=O)C3)no2)c1	-10	-3	5	-5	-6	-1.6	-3
COC(=O)c1ccccc1NC(=O)CN1C(=O)NC2(CCCCCCC2)C1=O	4	5	7	-3	-6	-2.8	-1

Another view of part of the listing above:
| canonical_smiles | EBI2 antag | A3A deaminase | Gli-Sufu antag | CCR6 antagonist | CXCR6 inh | APOBEC3G inh | MPTP block | NR3A LBD binder |
| --- | --- | --- | --- | --- | --- | --- | --- | --- |
| O=C(Nc1ccc(NC(=O)c2cccs2)cc1)c1cccs1 | -9 | 1 | -43 | -11 | -6 | 3 | 0.1 | 22* |
| Cc1ccc2c(CC(=O)N3CCN(S(=O)(=O)c4ccccc4)CC3)coc2c1 | 24 | 20 | -1 | -6 | -3 | 0 | 0.4 | 0 |
| Cc1ccc(N2CN(Cc3ccco3)CNC2=S)c(C)c1 | -5 | -5 | -1 | -9 | 4 | -9 | -0.5 | 0 |
| CC(OC(=O)c1ccc(Cl)c(S(=O)(=O)Nc2ccc(F)cc2)c1)C(=O)NC(N)=O (centres undefined) | 2 | 3 | 1 | 7 | -4 | 3 | 3.7 | -1 |
| COc1ccc(CC(=O)Nc2nc(-c3ccncc3)cs2)cc1 | 0 | -5 | -1 | -5 | 3 | -11 | -2.1 | 0 |
| S=c1[nH]ncn1NCc1ccc(Cl)cc1Cl | -8 | 1 | 0 | 7 | -2 | 31 | -1.0 | 0 |
| O=C(CCc1ccc(O)cc1)N/N=C/c1coc2ccccc2c1=O | -10 | 9 | -10 | -14 | -7 | 3 | 4.4 | -1 |
| N#Cc1c(-c2ccc(Cl)cc2)n(O)c2ccccc12 | -24 | . | 7 | -8 | -14 | . | 96* | 23* |
| COc1ccc(-c2ccc3oc(-c4ccc(OC)cc4)c(C#CC4(O)CCCCC4)c3c2)cc1 | -10 | 8 | -11 | -5 | 1 | -5 | 0.8 | 5 |
| COc1cc(NCc2ccccc2O)c2ncccc2c1 | 18 | -7 | 1 | 3 | -5 | -10 | -0.7 | 1 |
| O=C(CCN1CCOCC1)c1ccc(Cl)cc1 | -3 | -3 | -20 | -5 | -5 | -6 | 4.1 | 1 |
| CC(C)n1cc(NC(=O)COc2ccccc2Cl)cn1 | -9 | -1 | -15 | -5 | 1 | -1 | -0.6 | 0 |
| Cc1c(=O)n(OCc2ccccc2)c2ccccc2[n+]1[O-] | 0 | -2 | 0 | -2 | 8 | -2 | 0.7 | -1 |
| COC(=O)c1ccccc1NC(=O)CN1C(=O)NC2(CCCCCCC2)C1=O | 4 | 5 | -4 | 7 | -3 | -6 | -2.8 | -1 |
| Cn1c(=O)c2nc(Cl)c(-c3ccccc3)nc2n(C)c1=O | -11 | 2 | 0 | 3 | 0 | 2 | -1.0 | -4 |

Next compounds follow.
Values run as follows: EBI2 antag, A3A deaminase, Gli-Sufu antag, CCR6 antagonist, CXCR6 inh, APOBEC3G inh, MPTP block, NR3A LBD binder
- CC1(C)NC(=O)N(CC(O)COc2ccccc2-c2ccccc2)C1=O (centres undefined)
    -3, -4, 1, 13, 1, -3, 2.0, 1
- CCOC(=O)CNC(=O)N1CCCC(CNS(=O)(=O)c2cccs2)C1 (centres undefined)
    -7, 1, -3, 1, -4, -4, -0.2, 0
- O=C(COC(=O)c1nc(Cl)ccc1Cl)Nc1ncc(Cl)cc1Cl
    0, 3, -9, 9, -7, 8, -0.1, -1
- COc1ccc(S(=O)(=O)C(C#N)c2nc3ccccc3nc2N2CCCCC2)cc1 (centres undefined)
    -13, -1, 3, -24, 6, 41*, 4.8, 1
- COc1cc(C(=O)ONC(=O)c2ccc(OC(F)F)cc2)cc(OC)c1OC
    -5, -1, -12, -25, -16, -4, 2.0, -1
- O=C(CSc1n[nH]c(-c2cccs2)n1)N1CCCCC1
    9, -1, -15, 7, 0, -6, -0.3, 2
- COc1ccc(S(=O)(=O)N2CCC3(CC2)CC(=O)c2ccccc2O3)cc1C
    2, -1, 0, 14, 3, -1, -1.3, 3
- O=C(O)CC1c2ccccc2CCN1S(=O)(=O)c1cccs1 (centres undefined)
    0, -1, 2, 1, 7, -8, 1.1, 1
- CCCCCCC[N+](CC)(CC)CCCCc1ccc(Cl)cc1
    1, 1, 85*, 15, 6, -5, -2.0, -1
- O=C1c2ccccc2C(=O)c2c1oc(C(F)(F)F)c2C(=O)c1ccccc1
    20, 0, -11, 15, 2, -3, 0.7, -15
- O=C(Cc1c(F)cccc1Cl)NNC(=O)Nc1ccc2c(c1)OCO2
    -16, -4, -1, 11, 2, -6, -2.0, -1
- Cc1ccc(NC(=O)/C(C#N)=C/c2ccsc2)c(C)c1
    -8, -1, -4, 6, 7, -7, -0.3, 12*
- O=C1C(NS(=O)(=O)c2ccc(Cl)cc2)=C(N2CCCCC2)C(=O)c2ccccc21
    -1, 2, 8, 17, 0, 3, 2.2, -9
- CC(=O)N1CCc2cc(S(=O)(=O)NCCC(=O)Nc3cccc(C)c3)ccc21
    4, 0, 22, 2, -4, -3, -0.4, 3
- COc1ccc(C2OC(=O)CC2C(=O)NCc2ccc(C)cc2)cc1OC (centres undefined)
    6, -2, 8, 12, -5, -7, 1.4, 2
- O=C(Nc1ccc2nc3ccccc3nc2c1)c1ccc(Br)cc1
    4, 1, -34, 0, 8, 2, -0.7, 0
- COc1ccc(OC2CCN(S(=O)(=O)c3ccc(OC)cc3)CC2)cc1
    39, -2, 1, 11, -5, -8, 0.3, 0
- CC1(c2nnc(-c3ccc(F)cc3)o2)CC(c2ccc([N+](=O)[O-])cc2)=NO1 (centres undefined)
    -2, -1, 3, 10, -19, 6, 1.7, 0
- CCc1[nH]nc(C(=O)NC2CCCc3c2cnn3-c2cc(C)cc(C)c2)c1C (centres undefined)
    6, -2, -3, 10, -14, -8, 1.4, 0
- COc1ccc(-n2c(N3CCN(C)CC3)nc3sc4c(c3c2=O)CCCCC4)cc1
    8, -3, 5, 19, 4, -8, -5.3, 0
- CCO[C@@H]1OC(C(=O)N2CCN(Cc3ccccc3)CC2)=C[C@H](c2ccc(Br)cc2)[C@H]1CCCO
    37, 1, 17, 58*, 48*, 16, -1.3, 0
- CCc1ccc(-c2cc(C(=O)Nc3c(C)n(C)n(-c4ccccc4)c3=O)c3ccccc3n2)s1
    2, 0, -12, 8, 8, -8, 0.2, -14

Bioassay records (PubChem BioAssay)
